Screening results: PubChem BioAssay, National Center for Advancing Translational Sciences (NCATS)
TCR activator: Activators of T cell receptors: qHTS campaign. primary human leukocytes, anti-CD3, IL-2 HTRF, 48 h. Potency, µM (highest dose often 9.22 µM), for inactives: top-dose activation of IL-2 secretion, most hits filed as activators. 330,000 tested, under 10 active. AID 504894, 2011; further: % of control where 0% means no effect
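IL-2 release read by HTRF sandwich (Eu cryptate donor, d2 acceptor, 665 nm emission) after 48 hr exposure of primary human leukocytes to compound together with anti-CD3 beads in the absence of co-stimulatory signals.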
Eya2 inh: qHTS Assay for Inhibitors of the Phosphatase Activity of Eya2; Protein phosphatase EYA2 (Homo sapiens), O00167; recombinant Eya2, OMFP fluorescence dephosphorylation (OMFP is methylfluorescein phosphate); Potency, µM (series often up to 76.9 µM), inactives show at the highest dose activity, negative = inhibition, actives largely listed as inhibitors; actives 0.006% (n = 330,000); AID 488837, 2010; further: potency means the concentration at half of the fitted maximal effect; on the % scale 0 is the no-effect control and ±100 the full control effect
Target sequence (O00167 whole entry, looked up): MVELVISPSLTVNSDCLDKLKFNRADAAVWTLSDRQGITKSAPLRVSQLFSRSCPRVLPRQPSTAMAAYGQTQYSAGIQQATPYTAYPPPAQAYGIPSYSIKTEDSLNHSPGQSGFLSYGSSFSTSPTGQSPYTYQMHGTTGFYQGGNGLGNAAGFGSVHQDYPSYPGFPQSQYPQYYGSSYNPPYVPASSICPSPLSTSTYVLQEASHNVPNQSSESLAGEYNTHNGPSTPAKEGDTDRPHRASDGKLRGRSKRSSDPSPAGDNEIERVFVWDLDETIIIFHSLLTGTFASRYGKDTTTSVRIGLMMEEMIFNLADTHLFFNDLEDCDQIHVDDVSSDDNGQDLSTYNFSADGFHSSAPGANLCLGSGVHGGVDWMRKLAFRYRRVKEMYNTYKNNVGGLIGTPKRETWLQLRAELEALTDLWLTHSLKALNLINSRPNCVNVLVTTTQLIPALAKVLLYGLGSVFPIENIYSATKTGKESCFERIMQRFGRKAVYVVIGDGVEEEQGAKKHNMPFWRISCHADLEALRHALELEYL
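Eya2 protein (added as 0.2 uM solution) was preincubated with compound for 10 min at ambient temperature in 50 mM HEPES pH 7.5, 50 mM NaCl, 5 uM MgCl2, 0.05% BSA, 1 mM DTT. OMFP (added at 50 uM) then reacted 10 min; fluorescence read at 485/525 nm.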
Mito fusion yeast: qHTS Assay for Small Molecule Inhibitors of Mitochondrial Division or Activators of Mitochondrial Fusion; S. cerevisiae fusion-defective mutant growth rescue, CellTiterGlo 48 h; Potency, µM (doses to about 46.1 µM), for inactives: top-dose growth rescue (activation), usual class: activators; actives 0.23% (n = 320,000); AID 485298, 2010;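 further: potency means the concentration at half of the fitted maximal effect; % of control where 0% means no effect; nearly all actives have a fitted effect of over 45% in size; temperature-sensitive fusion mutants such as fzo1-1 at 37 °C on non-fermentable ethanol glycerol medium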
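Temperature-sensitive fusion-defective S. cerevisiae (e.g. fzo1-1, mgm1-5) were grown with compound in YPEG medium (3% ethanol, 3% glycerol) for 48 hours at 37C. Growth rescue was measured as viability by CellTiterGlo luminescence after 10 minutes at ambient.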
TSHR antag: Antagonists of the Thyroid Stimulating Hormone Receptor: HTS campaign; Thyrotropin receptor (Homo sapiens), P16473; TSHR-expressing cells, TSH-stimulated cAMP HTRF, 2 h; stronger effect = lower value; activity change, negative = inhibition, % at 11.5 µM; actives 0.2% (n = 330,000);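 active means activity change below a set negative limit, meaning inhibition stronger than a set level, cut at about -70% in these data; inconclusive means activity change between two set negative limits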; further: on the % scale 0 is the no-effect control and ±100 the full control effect
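TSHR-expressing cells, 200/well, pre-treated with compound, then stimulated with EC80 TSH (4nM final) for 2 hours at 37 deg C. cAMP measured by competitive HTRF: anti-cAMP cryptate antibody in lysis buffer plus cAMP-d2, read after 30 minutes at room temperature.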
USP2a block: qHTS Assay for Inhibitors of Ubiquitin-specific Protease USP2a Using CHOP2 as the Reporter | Potency, µM (doses to about 38.3 µM), inactives show at the top dose activity change, negative = inhibition, usual class: inhibitors | actives 0.01% (n = 330,000) | USP2 core, Ub-CHOP2 coupled fluorogenic reporter, 485/531 | AID 463254, 2010 | Ubiquitin carboxyl-terminal hydrolase 2 (Homo sapiens), O75604;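 further: potency means the concentration at half of the fitted maximal effect; plate controls were DMSO wells for no effect and full inhibition by NEM control for full effect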
Target sequence (O75604 whole entry, looked up): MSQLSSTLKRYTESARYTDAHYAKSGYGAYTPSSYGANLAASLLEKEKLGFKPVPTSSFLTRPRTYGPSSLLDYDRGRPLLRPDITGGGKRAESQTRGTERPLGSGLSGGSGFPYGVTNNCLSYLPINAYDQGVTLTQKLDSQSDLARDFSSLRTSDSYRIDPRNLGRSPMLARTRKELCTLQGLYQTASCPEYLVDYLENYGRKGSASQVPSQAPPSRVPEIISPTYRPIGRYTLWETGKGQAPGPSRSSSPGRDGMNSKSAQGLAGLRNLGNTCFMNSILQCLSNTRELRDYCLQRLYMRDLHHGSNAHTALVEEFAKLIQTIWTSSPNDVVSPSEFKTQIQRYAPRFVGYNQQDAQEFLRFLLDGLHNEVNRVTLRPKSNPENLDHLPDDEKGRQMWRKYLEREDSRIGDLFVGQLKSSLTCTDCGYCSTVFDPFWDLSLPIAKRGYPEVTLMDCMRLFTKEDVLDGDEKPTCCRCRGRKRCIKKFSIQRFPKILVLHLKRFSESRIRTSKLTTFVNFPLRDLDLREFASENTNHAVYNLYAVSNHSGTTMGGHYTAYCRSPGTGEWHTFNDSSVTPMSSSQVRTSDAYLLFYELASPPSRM
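Cell-free coupled assay: 10nM USP2 core preincubated 30min RT with compound in Tris-HCl pH 8.0/CaCl2/CHAPS buffer, then 25nM Ub-CHOP2 and 25nM reporter substrate; fluorescence (Ex 485/Em 531) read after 60min RT, normalized to NEM inhibition, concentration-response curves fitted.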
KCNH2 3.1 block: qHTS for Inhibitors of KCHN2 3.1: Mutant qHTS | Potassium voltage-gated channel subfamily H member 2, brain isoform KCNH2 3.1 (human) | U2OS KCNH2 3.1, thallium flux FluxOr; stronger effect = lower value | activity change, % (tested at about 1.8 µM) | actives 0.95% (n = 340,000) | AID 720553, 2013;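 active means maximum activity change below -70%; inconclusive means maximum activity change from -70% to -50%; inactive means maximum activity change above -50%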;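 further: thallium influx rate constant from kinetic fluorescence after stimulation buffer; on the % scale 0 is the no-effect control and ±100 the full control effect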
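Kinetic fluorescence (2 min after stimulation buffer) measures Tl+ influx through KCNH2 3.1 expressed by viral transduction in U2OS cells; the rate constant is normalized against DMSO controls serving as positive and negative references.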
TRPV1 agonist: HTS Assay for Compounds that Act as Agonists of the Vanilloid Receptor 1; activation, % at 8.33 µM; Transient receptor potential cation channel subfamily V member 1 (Homo sapiens), Q8NER1; TRPV1-expressing cells, Fluo-8 calcium influx, agonist mode; actives 0.19% (n = 320,000); in the data active means activation above about 80%; inconclusive means between about 30% and that limit; further: 0% is about no effect
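TRPV1-expressing cells were cultured overnight at 35.5C and loaded with Fluo-8 calcium dye for 40 to 90 min at room temperature. After a 10 s baseline, compound was added and calcium influx was read kinetically for 3 min (ex 480/em 520 nm).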
hERG WT inh: qHTS for Inhibitors of KCHN2 3.1: Wildtype qHTS; Voltage-gated inwardly rectifying potassium channel KCNH2 (Homo sapiens), Q12809; U2OS, BacMam KCNH2, thallium flux FluxOr; stronger effect = lower value; activity change, % at 1.84 µM; actives 0.37% (n = 340,000); AID 720551, 2013;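 active means maximum activity change below -70%; inconclusive means maximum activity change between -70% and -50%; inactive means maximum activity change above -50%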; further: on the % scale 0 is the no-effect control and ±100 the full control effect
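U2OS cells were transduced with wild-type KCNH2 virus (2.03 x 10^8 / mL) for 4 h at room temperature, then cultured overnight at 37 C. Thallium flux was read with FluxOr dye. Rate constants were normalized to DMSO controls.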
ELG1 repair inh: qHTS screen for small molecules that inhibit ELG1-dependent DNA repair in human embryonic kidney (HEK293T) cells expressing luciferase-tagged ELG1; HEK293T ELG1-luciferase reporter, luminescence, 16 h; DNA damage induced by 5-fluorouridine; Potency, µM (series often up to 46.1 µM), for the others: at the top dose activity change, negative = inhibition, most hits filed as inhibitors; actives 2.3% (n = 330,000); AID 504467, 2011; further: potency means the concentration at half of the fitted maximal effect; on the % scale 0 is the no-effect control and ±100 the full control effect; nearly all actives have a fitted effect of over 55% in size
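Quantitative HTS, concentration-response format. 2,000 cells/well co-treated with 5-fluorouridine and compound, 16 hr in 5% CO2 at 37 °C; ONE-Glo luminescence read after 30 min.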
A-T KAP1 phos: qHTS Assay for Identifying a Potential Treatment of Ataxia-Telangiectasia; […] A-T fibroblasts, KAP-1 phosphorylation AlphaLISA; neocarzinostatin DNA damage 30 min before lysis; Potency, µM (series often up to 57.5 µM), for the others: at the top dose activation, hits mostly activators; actives 0.19% (n = 320,000); further: potency means the concentration at half of the fitted maximal effect; % of control where 0% means no effect; nearly all actives have a fitted effect of over 45% in size
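hTERT-immortalized A-T patient fibroblasts ([…]), 500 cells/well in OPTI-MEM, 1% FBS, got compounds for 60 min, then NCS for 30 min at 37C. Lysates were then assayed for phospho-KAP-1 by AlphaLISA (anti-pKAP1 donor, anti-KAP1 acceptor beads), 6 hr at 25C.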
* = called active by the depositor; u = inconclusive; x = not tested or not shown; [ ] = dose if it differs, or a comment. Unless noted, the call rests on the fitted dose curve; in most records, active means well fitted curve in the direction sought with a large enough effect; inconclusive means small, poorly fitted or top-dose-only effect, or another doubt; inactive means no such curve, though single readings can be large; an effect the other way counts as inactive or inconclusive. A portion of the library; the hit share may differ from the screen's.

SMILES | TCR activator | Eya2 inh | Mito fusion yeast | TSHR antag | USP2a block | KCNH2 3.1 block | TRPV1 agonist | hERG WT inh | ELG1 repair inh | A-T KAP1 phos
Cc1nn2c(N3CCN(C)CC3)c3c(nc2c1-c1ccccc1)CCCC3 | -12% | -11% | -3% | -2 | 6% | -4 | -1 | -2 | -1% | 0%
C[C@]1(C(=O)NCc2cc(F)cc(C(F)(F)F)c2)C=C[C@@H](Cc2ccccc2)N1C(=O)c1ccccc1 | -2% | 0% | u | -12 | 2% | 18 | 21 | 1 | 11% | -25%
Cc1ccc(NS(=O)(=O)c2c(F)cc(F)c(Cl)c2F)cc1S(=O)(=O)N1CCOCC1 | 2% | 6% | x | 4 | 4% | -6 | x | 6 | -8% | 9%
COc1ccc(NC(=O)Cn2c(C)csc2=O)c(OC)c1 | -4% | u | 1% | 56 | 0% | 2 | -1 | 1 | 20% | 0%
Cc1ccccc1/C=C1\C(=O)Nc2ccc(F)cc21 | -6% | -5% | u | -8 | -8% | 8 | 13 | 10 | -4% | 6%
CCN(CC)S(=O)(=O)c1ccc(=O)n(CC(=O)N2CCCc3cc(C)ccc32)c1 | -13% | 14% | 1% | 2 | 0% | 9 | 0 | 7 | u | 3%
CCC(C)(C(=O)NC1CCCCC1)N(C(=O)CNC(=O)c1ccccc1)c1c(C)n(C)n(-c2ccccc2)c1=O (centres undefined) | -3% | 10% | 8% | -2 | 10% | -47 | -2 | 6 | -5% | 2%
Cc1ccc(Cl)cc1Nc1nc(-c2sc(NC(=O)C(C)(C)C)nc2C)cs1 | 6% | -20% | -1% | -7 | -3% | 7 | -3 | 34 | -6% | 0%
CCn1cc(SCC(N)=O)c2ccccc21 | 16% | 4% | 4% | 13 | 1% | 3 | 6 | -1 | 3% | -4%
O=C(CSc1ncccn1)NCCc1ccccc1 | -3% | -3% | 0% | 3 | 2% | 10 | 3 | 11 | -2% | 4%
COc1cc(C2Nc3cc(C)c(C)cc3NC3=C2C(=O)CC(C)(C)C3)ccc1OC(C)=O (centres undefined) | 2% | 7% | 0% | -4 | 0% | -13 | -5 | -7 | 23% | 6%
O=C(O)c1ccc2c(c1)C(=O)N(NC(=O)c1ccc(O)cc1)C2=O | 9%[46.1 µM] | -2% | -1% | 0 | 2% | 3 | 4 | 4 | 12% | -4%
COc1cc(OC)c(C(=O)Nc2ccc3ccccc3c2)cc1OC | x | 3% | 7% | -1 | -1% | -4 | 2 | 1 | u | 19%
Cc1ccc(S(=O)(=O)N2CCN(C(=O)NCc3ccc(C(=O)O)cc3)CC2)cc1 | -4% | 1% | 0% | -13 | 3% | 17 | 0 | -15 | 3% | 5%
O=C(CSc1cn[nH]n1)Nc1ccccc1C(=O)O | -2% | -3% | 9% | 5 | 2% | 5 | 1 | 5 | 17% | 5%

Overlap with the part before: 2 compounds; new compounds follow.
SMILES | TCR activator | Eya2 inh | Mito fusion yeast | TSHR antag | USP2a block | KCNH2 3.1 block | TRPV1 agonist | hERG WT inh | ELG1 repair inh | A-T KAP1 phos
Cc1ccc(S(=O)(=O)N2CCN(C(=O)NCc3ccc(C(=O)O)cc3)CC2)cc1 | -4% | 1% | 0% | -13 | 3% | 17 | 0 | -15 | 3% | 5%
O=C(CSc1cn[nH]n1)Nc1ccccc1C(=O)O | -2% | -3% | 9% | 5 | 2% | 5 | 1 | 5 | 17% | 5%
C=CC[C@H]1CC(C)=C[C@H](CC=C)N1C(=O)c1cc(COc2ccccc2SC)on1 | -1% | 2% | 3% | -29 | -1% | x | 20 | -9 | -7% | 2%
CC1C(=O)C(C)C(c2ccco2)NC1c1ccco1 (centres undefined) | -3% | -12% | 0% | 24 | 1% | 1 | 1 | -5 | 4% | 2%
Cc1ccc(N(CC(=O)N2CCCCC2)S(=O)(=O)c2ccc(C)cc2)cc1 | 3% | 1% | 16% | 4 | 0% | -6 | u | 2 | -9% | 6%
Cc1ccc(S(=O)(=O)N2C(=S)SCC2(C)C)cc1 | x | 0% | -2% | -4 | 1% | x | 8 | x | -3% | 1%
O=C(Nc1cccc(CCc2ccccn2)c1)c1ccc(Cl)cc1 | x | -3% | 6% | -9 | -1% | x | u | x | u | 1%
Cc1ccc(Cl)cc1NC(=O)c1cccc(OC(F)F)c1 | -2% | 14% | 6% | -13 | -1% | -2 | 13 | -9 | -7% | 3%
Cc1cccc(-c2c3c(=O)n(C)c(=O)n(C)c3cn2CC2CCCO2)c1 (centres undefined) | -2% | 3% | 5% | -7 | 0% | -6 | 0 | -3 | 3% | 4%
CCOc1ccc(N2C(=O)Cc3ccccc3C2=O)cc1 | 3% | 14% | u | 20 | 0% | 4 | -1 | -7 | u | 1%
CCSc1nc2ccccc2n1CCC(=O)O | 0% | -5% | 3% | -2 | 0% | -2 | 0 | 9 | 9% | -4%
CC(C)Nc1nnc(SCC(=O)Nc2ccc3c(c2)C(=O)c2ccccc2C3=O)s1 | 0%[46.1 µM] | 0% | 20% | -18 | -1% | -7 | 1 | -1 | u | 1%
COc1cccc(COC(=O)c2ccc3c(c2)NC(=O)C(C)S3)c1OC (centres undefined) | 5% | 1% | -4% | -17 | 2% | -14 | -1 | 4 | u | 4%
Cc1cc(CNC(=O)Cc2c(F)cccc2Cl)nn1C | -1% | 2% | -3% | 3 | 0% | 0 | -4 | -12 | u | 0%
COc1ccc(-c2csc3nc(C)nc(N4CCC(C)CC4)c23)cc1OC | -1% | -10% | -10% | -9 | 1% | -137* | -3 | 6 | u | 2%
CCC(C(=O)NC(C)(C)C)N(C(=O)Cn1nnc(-c2cccs2)n1)c1cnc2ccccc2c1 (centres undefined) | 0% | 3% | 3% | 17 | 1% | -3 | 13 | -3 | 5% | 0%
CCC(Sc1nc2ccc(C)cc2[nH]1)C(=O)O (centres undefined) | x | 13% | 3% | 14 | 6% | -14 | -5 | 8 | 19% | x
COc1ccc(C/C(N)=N/OC(=O)Cc2ccc(OC)c(OC)c2)cc1 | 7% | 5% | 1% | -7 | 0% | 2 | u | -27 | 11% | 7%
O=C(O)CCCCNCc1ccccc1 | -4% | 6% | -2% | 15 | -3% | 2 | 0 | -10 | 19% | 12%
CC(Sc1ncnc2sc(-c3ccccc3)cc12)C(=O)N1CCNC1=O (centres undefined) | 8% | 0% | 1% | -15 | 2% | -7 | 9 | -3 | u | -3%
O=C(NCCCN1CCOCC1)c1cc(S(=O)(=O)N2CCOCC2)c(Cl)cc1Cl | 6% | -2% | 3% | -27 | 1% | -3 | 3 | 12 | 12% | 1%
CCN(c1ccccc1)S(=O)(=O)c1cc2c(cc1C)NC(=O)CO2 | -4% | 9% | -1% | -7 | 1% | -2 | 5 | -3 | 1% | 8%
COc1ccc(NC(=O)CSc2nccn2Cc2ccccc2)cc1 | 3% | -14% | -4% | -31 | -18% | 7 | -9 | 12 | x | 1%
CC(=O)NCCn1c(SCC(=O)NCC2CCCO2)nc2ccccc2c1=O (centres undefined) | 0%[46.1 µM] | -2% | 0% | 12 | 1% | 0 | 2 | -4 | 22% | x
Cc1ccc2nc(-c3ccc(NS(=O)(=O)c4c(C)n(C)c(=O)n(C)c4=O)cc3)sc2c1 | -1% | 5% | 5% | 3 | -14% | -2 | -6 | -14 | u | 0%
Clc1cccc(Nc2nc(-c3ccncc3)cs2)c1 | x | 3% | 1% | 5 | 1% | -11 | 3 | -14 | -2% | 9%
CCOC(=O)CN1C(=O)NC2(CCCc3ccccc32)C1=O (centres undefined) | -3% | 3% | -3% | 0 | 1% | 13 | 2 | 1 | 6% | 4%
O=C(Nc1ccc(S(=O)(=O)N2CCOCC2)cc1)c1ccc(=O)[nH]c1 | 3% | -4% | -4% | 2 | 4% | 0 | x | -2 | 1% | 0%
Cc1sc2ncnc(N(C)Cc3cccs3)c2c1C | 0% | -3% | 6% | -15 | 4% | 16 | 14 | -36 | 8% | -2%
O=[N+]([O-])c1ccc(Cl)c(S(=O)(=O)Nc2ccc(-c3ccc(N4CCCC4)nn3)cc2)c1 | 3% | -2% | 5% | -17 | 5% | -6 | 1 | 4 | 27% | 11%
